Compound activity as filed in PubChem BioAssay.
H37Rv inhibition: M. tuberculosis growth inhibition, HTS (AID 449762); inhibition, % at 25 µM, or IC50 in µM where a hit was titrated; M. tuberculosis H37Rv growth inhibition, 7H9 media; higher % means a stronger effect; 330,000 tested, 0.59% active; in the data active means a potency from the dose series; inconclusive means inhibition above about 70% without an active follow-up result;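 further: bacterial growth assessed after seven days of incubation; strong numbers were not always called active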
tuberculosis growth: growth inhibition of non-replicating M. tuberculosis (AID 488890); Mycobacterium tuberculosis non-replicating, growth inhibition; higher % means a stronger effect; one-dose inhibition, % at 25 µM; IC50 in µM for titrated hits; 320,000 tested, 0.39% active; in the data active means a potency from the dose series; inconclusive means inhibition mostly from about 82% at the one dose, without a potency; inactive means the rest, 99 in 100 with inhibition below about 76%;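 further: plate controls were DMSO cells for no effect and high antibiotic wells for full effect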
H1N1 NS1A inhibition: H1N1 influenza NS1A inhibitors, functional cell based assay (AID 504329); NS1A functional cell-based assay, percent inhibition; higher % means a stronger effect; one-dose inhibition, % at 12.5 µM; IC50 in µM for titrated hits; 340,000 tested, 0.3% active; in the data active means a potency from the dose series; inconclusive means inhibition above about 27% without an active follow-up result; further: strong numbers were not always called active
PhoP GFP inhibition: PhoP regulon inhibitors, Salmonella typhi PhoP promoter GFP reporter, confirmatory (AID 1850) | Salmonella Typhi PhoP-promoter GFP reporter, fluorescence, 4 h; higher % means a stronger effect | inhibition, % at 50 µM, or IC50 in µM where a hit was titrated | 310,000 tested, 0.33% active; in the data active means a potency from the dose series; inconclusive means inhibition mostly from about 25% at the one dose, without a potency; inactive means the rest, 99 in 100 with inhibition below about 19%;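 further: 0% = induced wells with vehicle and 100% = uninduced wells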
VEEV TC-83 Vero: inhibitors of VEEV TC-83 cytopathic effect, confirmation, Vero cells (AID 588727) | 350,000 tested, 0.13% active | Vero cells, VEEV TC-83 cytopathic effect inhibition; higher % means a stronger effect | one-dose inhibition, % at 20 µM; IC50 in µM for titrated hits; in the data active means a potency from the dose series; inconclusive means inhibition mostly from about 14% at the one dose, without a potency; inactive means the rest, 99 in 100 with inhibition below about 12%; further: strong numbers were not always called active
VEEV TC-83 Vero 10K pilot screen: also measured in VEEV TC-83 Vero; calls as there; inhibition, %; measured here: 10K pilot screen inhibition
Starred values were filed as active, the others as inactive; i = inactive; ? = inconclusive; . = not tested or not shown.

SMILES	H37Rv inhibition	tuberculosis growth	H1N1 NS1A inhibition	PhoP GFP inhibition	VEEV TC-83 Vero	others
CS(=O)(=O)N(CC(=O)NCCC1=CCCCC1)c1ccc2c(c1)OCO2	4%	-1%	-4%	-7%	0.1%
CC(Sc1nc(-c2ccco2)nc2c1c(=O)n(C)c(=O)n2C)C(=O)O (configuration not stated)	-8%	-5%	-1%	3%	1.2%
COCCN(C(=O)Cn1nnc2ccccc21)C(C(=O)NC1CCCCC1)c1ccc(OC)cc1OC (configuration not stated)	-2%	34%	1%	3%	3.6%	VEEV TC-83 Vero 10K pilot screen=0.4
COc1c(F)c(F)c(C(=O)Nc2ccccc2N2CCN(C(C)=O)CC2)c(F)c1F	0%	16%	-4%	13%	0.4%
C=CCNc1nc(Nc2ccc([N+](=O)[O-])cc2)nc(N2CCCC2)n1	11%	4%	11%	-4%	6.2%
Cc1cc(Oc2nc3c(C)cccn3c(=O)c2/C=C(\C#N)S(=O)(=O)c2ccc(Cl)cc2)ccc1Cl	6%	-6%	5%	-2%	i
COc1ccc(Cl)cc1N1C(=O)C2CCCN2C1c1ccccc1F (configuration not stated)	-9%	-18%	1%	3%	i
CCOc1ccccc1C(=O)NC(C(=O)N(C)c1c(N)n(Cc2ccccc2)c(=O)[nH]c1=O)C(C)C (configuration not stated)	.	.	1%	.	8.6%
O=[N+]([O-])c1cc([As](=O)(O)O)ccc1O	2%	-8%	2%	-15%	i
CC1(c2nnc(-c3ccncc3)o2)CC(c2c(Cl)cccc2Cl)=NO1 (configuration not stated)	4%	4%	8%	-4%	8.1%
O=C1NC(c2ccncc2)C(C(=O)c2cccs2)C(O)(C(F)(F)F)N1 (configuration not stated)	-2%	-7%	1%	3%	1.8%
COc1cc(C(=O)N2CCCN(C)CC2)cc(OC)c1C	-6%	2%	-1%	6%	0.3%
COc1ccc(N(CC(=O)N/N=C/c2cccs2)S(=O)(=O)c2ccccc2)cc1	26%	25%	-7%	6%	1.0%
CCc1ccc(C(=O)NNC(=O)CN2C(=O)NC3(CCCC3)C2=O)cc1	-16%	-11%	-6%	.	0.3%
CC(=O)Nc1nc(-c2ccc3c(c2)CCN3C(=O)C2CC2)c(C)s1	1%	9%	-8%	14%	7.7%

The last two records of the section before open the next one.
SMILES	H37Rv inhibition	tuberculosis growth	H1N1 NS1A inhibition	PhoP GFP inhibition	VEEV TC-83 Vero	others
CCc1ccc(C(=O)NNC(=O)CN2C(=O)NC3(CCCC3)C2=O)cc1	-16%	-11%	-6%	.	0.3%
CC(=O)Nc1nc(-c2ccc3c(c2)CCN3C(=O)C2CC2)c(C)s1	1%	9%	-8%	14%	7.7%
O=C(COC(=O)c1ccccn1)Nc1ccc2c(c1)OCCO2	-2%	-4%	-17%	.	1.9%
Cc1ccc(Cl)cc1N1CCN(C(c2ccc(C#N)cc2)c2nnnn2C2CCCC2)CC1 (configuration not stated)	-7%	12%	-7%	-8%	0.3%
CN(C(=O)COC(=O)/C=C/c1ccc(S(=O)(=O)N2CCc3ccccc32)cc1)C1CCS(=O)(=O)C1 (configuration not stated)	4%	-5%	.	7%	0.8%
CCOc1cc2[nH]c(=S)n(Cc3ccc(C(=O)NCCOC)cc3)c(=O)c2cc1OCC	10%	-6%	0%	3%	2.0%
COc1ccc(/C=N/Nc2nncn2N)cc1Br	11µM*	?	9%	-12%	1.8%
Cc1cc(C(=O)O)ccc1-n1c(C)ccc1C	-9%	10%	.	0%	.
Nc1nc(NCCCN2CCOCC2)nc(Nc2ccc(Cl)cc2)c1[N+](=O)[O-]	0%	21%	.	4%	5.9%
O=C(OCC(=O)N(C1CCCCC1)C1CCCCC1)c1cnccn1	-1%	1%	9%	-2%	0.8%
CC(C)(C)c1cc[n+](-c2nc([O-])sc2C=O)cc1	11%	-1%	-14%	-7%	0.5%	VEEV TC-83 Vero 10K pilot screen=1.6
CCOc1ccc(C(=O)NC(C(=O)NCc2ccccn2)C(C)C)cc1 (configuration not stated)	3%	8%	-1%	-10%	0.3%
Cc1ccc(S(=O)(=O)N2CCOCC2)cc1C(=O)NC1=NCCS1	-5%	13%	-6%	.	0.9%
O=C(COC(=O)/C=C/c1ccc(S(=O)(=O)N2CCCCCC2)cc1)NCc1ccccc1Cl	0%	22%	10%	-7%	3.0%
COc1ccc(S(=O)(=O)NCC(c2ccco2)N2CCc3ccccc3C2)cc1 (configuration not stated)	7%	16%	-5%	3%	2.5%
CC(C)=C1SC(N2CCN(c3cccc(C)c3)CC2)=NC1=O	-1%	3%	-19%	-14%	0.8%
COc1ccc(NC(C)=O)cc1S(=O)(=O)N1CCN(C/C=C/c2ccccc2)CC1	-6%	-8%	5%	10%	12%
O=C(Cn1ccc(NC(=O)OCc2ccccc2)nc1=O)NCCN1CCOCC1	-7%	-1%	-3%	.	0.5%
OC1(c2cccs2)CN(c2ccc(Cl)cc2)C2=[N+]1CCCS2 (configuration not stated)	4%	-6%	4%	6%	0.7%
CC(C)C(=O)Nc1ccc(C(=O)NNC(=O)CCCOc2ccc(Cl)cc2Cl)cc1	-4%	28%	5%	5%	1.4%
COc1ccccc1NC(=O)N1CCN(c2ccc3nncn3n2)CC1	2%	.	11%	12%	0.8%
Cc1ccc(N(Cc2ccccc2)C(=O)CN2C(=O)NC3(CCCC3)C2=O)cc1	-8%	9%	-4%	-7%	8.5%
CCOc1ccc(-c2nc3c(s2)CCc2onc(-c4ccc(OC)cc4)c2-3)cc1	0%	-15%	5%	-4%	1.6%
CCC1CCCCN1C(=O)COc1ccc(N(C)S(=O)(=O)c2ccc(C)cc2)cc1 (configuration not stated)	-10%	10%	-3%	-4%	8.5%
CCCCc1ccc(NC(=S)N2CCCC2)cc1	-8%	?	-3%	4%	0.2%
NC(=O)c1ccc(NC(=O)CSc2cn(CC(=O)N3CCOCC3)c3ccccc23)cc1	-6%	-5%	9%	-2%	0.7%
CCOC(=O)C(=O)N1CCC(C(=O)OC)CC1	-11%	28%	-5%	3%	0.3%
CC(C(=O)N1CCN(c2ccccc2)CC1)N1C(=O)C2CC=CCC2C1=O (configuration not stated)	2%	-3%	5%	11%	0.6%
Cc1nn(Cc2ccccc2Cl)c2sc(C(=O)NC(C)(C)C)cc12	31%	-9%	-12%	-25%	?
O=C(Cn1ccc2cc(S(=O)(=O)N3CCCC3)ccc21)NCc1ccccc1	1%	9%	11%	0%	i
COc1ccccc1-n1nnnc1SCc1cc2c(cc1Br)OCO2	-6%	8%	-6%	-4%	3.9%
CCOC(=O)c1c(NC(=O)C2=C(C)NC(=S)NC2c2ccc(F)cc2F)sc(C)c1C (configuration not stated)	25%	-9%	-15%	-4%	10%
CCCCn1c(O)c(C=NCCCn2ccnc2)c(=O)[nH]c1=O	-4%	5%	2%	-5%	0.9%
Cc1onc2c(=O)n(-c3ccccc3)nc(-c3ccccc3)c12	5%	9%	1%	-4%	0.7%
CCCN1C(=O)/C(=C/c2nc3ccccc3c(=O)[nH]2)c2ccccc21	21%	65%	17%	-3%	5.6%
O=C(O)c1ccc2c(c1)C1C(Cl)C(Sc3ccccc3[N+](=O)[O-])CC1C(c1cccc([N+](=O)[O-])c1)N2 (configuration not stated)	.	.	19%	.	6.1%
COc1ccc(NC(=O)CSc2nc(-c3ccco3)nc3cc(=O)[nH]n23)cc1Cl	1%	.	-1%	11%	4.1%
CCO[C@@H]1OC(C(=O)O)=C[C@H](c2ccc(C(F)(F)F)cc2)[C@H]1CCCO	-5%	-18%	7%	-3%	0.7%
CNC(=O)Cn1nc(C)c(S(=O)(=O)N2CCOCC2)c1C	2%	6%	-10%	.	1.8%
O=C(O)c1ccc(N/N=C/c2cn(Cc3ccccc3F)c3ccccc23)cc1	11%	21%	-6%	2%	2.6%
Cc1cccc(NC(=O)CCN2CC(C)CC(C)C2)c1 (configuration not stated)	4%	-4%	-10%	-2%	1.5%
N#Cc1nc(Cc2cccc3ccccc23)oc1NCCCn1ccnc1	8%	45%	-5%	8%	3.9%
C=CCN1C(=O)C(=O)N(CC(=O)NCC(=O)Nc2ccc(F)c(F)c2F)C1=O	-9%	-5%	-10%	.	2.2%
CCOc1ccc(-c2[nH]nc3c2C(c2cccnc2)C(C#N)=C(N)O3)cc1 (configuration not stated)	5%	9%	6%	-3%	2.3%
COc1cccc(CN2CCNC(=O)C2CC(=O)NCc2cn3ccccc3n2)c1OC (configuration not stated)	-4%	-21%	8%	-2%	0.1%
CC(C)Cn1c(N)c(C(=O)COC(=O)c2ccc([N+](=O)[O-])o2)c(=O)n(C)c1=O	?	2.9µM*	-14%	-24%	0.4%
Cc1ccc(NC(=O)COc2ncnc3cc([N+](=O)[O-])ccc23)cc1S(=O)(=O)N1CCOCC1	-5%	13%	12%	1%	0.6%
O=C(COC(=O)c1cc(S(=O)(=O)N2CCOCC2)ccc1O)NCC1CCCO1 (configuration not stated)	3%	-3%	7%	-1%	1.0%
CS(=O)(=O)c1ccc(C(=O)N2CC(=O)Nc3ccccc32)cc1	1%	13%	8%	3%	0.2%
CCCCn1c(O)c(C(CC)=NCc2cccnc2)c(=O)[nH]c1=O	4%	0%	1%	-1%	2.4%
O=c1oc(Nc2cccc(F)c2)nc2ccccc12	3%	?	-15%	0%	8.0%
COc1ccc(-c2cn3c4c(sc3n2)CCCC4)cc1	6%	28%	2%	3%	i
COc1ccc(C(=O)COC(=O)C2CCN(S(=O)(=O)c3cccc4cccnc34)CC2)cc1	9%	69%	1%	-4%	i
COC(=O)CSc1nnc(CNC(=O)c2ccc(S(=O)(=O)N(C)C)cc2)n1C	-1%	-13%	-1%	0%	i
COC(=O)c1sc(NC(=O)c2c(-c3ccccc3)noc2C)nc1C	2%	35%	20%	-7%	4.5%
c1csc(-c2nn3c(Cn4cnc5ccccc54)nnc3s2)c1	2%	25%	6%	-5%	0.2%
Cc1cc(S(=O)(=O)Nc2ccc(C(=O)NCC(c3ccco3)N3CCCCC3)cc2)ccc1F (configuration not stated)	6%	10%	0%	-3%	3.2%
S=c1[nH]nc(-c2cc(-c3ccccc3)n[nH]2)n1/N=C/c1c(Cl)cccc1Cl	2%	-2%	2%	-27%	4.9%
CCCCNC(=O)NS(=O)(=O)c1cnccc1Sc1ccc(Cl)cc1	-11%	7%	2%	-3%	1.0%
O=C(NNC(=O)c1cccc(Br)c1)Nc1ccc(Cl)cc1	0%	4%	-2%	-1%	1.6%
O=C(NCCC(c1ccccc1)c1ccccc1)c1cnc2sccn2c1=O	-9%	11%	-10%	-6%	2.4%
CN(C)C(=O)c1cn(-c2ccccc2)c(=O)c2ccccc12	-13%	4%	0%	1%	0.6%

Brought forward from above: 6 compounds, then new ones.
SMILES	H37Rv inhibition	tuberculosis growth	H1N1 NS1A inhibition	PhoP GFP inhibition	VEEV TC-83 Vero	others
Cc1cc(S(=O)(=O)Nc2ccc(C(=O)NCC(c3ccco3)N3CCCCC3)cc2)ccc1F (configuration not stated)	6%	10%	0%	-3%	3.2%
S=c1[nH]nc(-c2cc(-c3ccccc3)n[nH]2)n1/N=C/c1c(Cl)cccc1Cl	2%	-2%	2%	-27%	4.9%
CCCCNC(=O)NS(=O)(=O)c1cnccc1Sc1ccc(Cl)cc1	-11%	7%	2%	-3%	1.0%
O=C(NNC(=O)c1cccc(Br)c1)Nc1ccc(Cl)cc1	0%	4%	-2%	-1%	1.6%
O=C(NCCC(c1ccccc1)c1ccccc1)c1cnc2sccn2c1=O	-9%	11%	-10%	-6%	2.4%
CN(C)C(=O)c1cn(-c2ccccc2)c(=O)c2ccccc12	-13%	4%	0%	1%	0.6%
Nc1cc(Oc2cccnc2)cc([N+](=O)[O-])c1	.	.	6%	.	1.4%
C[N+](C)(C)CCC(=O)N1C/C(=C/c2ccccc2)C(=O)/C(=C\c2ccccc2)C1	.	.	-8%	.	5.8%
Cc1csc(NC(=O)c2ccc(S(=O)(=O)N(C)c3ccccc3)cc2)n1	1%	20%	-1%	4%	8.3%
C[C@H](CO)N1C[C@H](C)[C@@H](CN(C)Cc2ccc(Oc3ccccc3)cc2)Oc2c(NC(=O)C3CC3)cccc2C1=O	8%	44%	9%	.	4.3%
CCOC(=O)c1cc(-c2csc(-c3ccc(C(F)(F)F)cc3)n2)on1	?	?	8%	8%	i
O=C(Cc1c[nH]c2ccccc12)NCc1ccco1	-3%	-7%	7%	8%	i
CCOC(=O)c1cc(-c2ccc(OC)cc2)nn1-c1ccccc1C(=O)O	-3%	2%	11%	20%	0.1%
Cn1c(=O)[nH]c(=O)c2c1nc(NCCCn1ccnc1)n2CCOc1ccccc1	0%	-1%	2%	1%	2.6%

Outcome played no part in choosing rows. Share with any hit: about 1.4%.
